Screening data from PubChem.
IDH1 mut inh: inhibitors of IDH1 R132H reductase, primary screen, biochemical, plate reader, single point | actives 0.18% (n = 70,000) | diaphorase/resazurin fluorescence, 60 min | inhibition, % at 10 µM; in the data active = inhibition above about 34%;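 note: 0% = DMSO and 100% = no enzyme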
PRC2 inh: EZH2/PRC2 methyltransferase inhibitors, primary screen, biochemical, DELFIA time-resolved fluorescence, single point; Histone-lysine N-methyltransferase EZH2 (Homo sapiens), Q15910; AID 651548, 2012; inhibition, % at 12.5 µM; PRC2 H3K27 methylation, DELFIA TRF, 1 h; actives 0.35% (n = 57,000);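 active = mean inhibition of replicates at least 50% and every single replicate also reaching 50%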;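 note: dimethyl H3K27 on biotinylated H3 21-44 peptide detected by antibody; plate controls were median neutral control wells for no effect and median positive control wells for full effect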
Target sequence (Q15910 whole entry, looked up): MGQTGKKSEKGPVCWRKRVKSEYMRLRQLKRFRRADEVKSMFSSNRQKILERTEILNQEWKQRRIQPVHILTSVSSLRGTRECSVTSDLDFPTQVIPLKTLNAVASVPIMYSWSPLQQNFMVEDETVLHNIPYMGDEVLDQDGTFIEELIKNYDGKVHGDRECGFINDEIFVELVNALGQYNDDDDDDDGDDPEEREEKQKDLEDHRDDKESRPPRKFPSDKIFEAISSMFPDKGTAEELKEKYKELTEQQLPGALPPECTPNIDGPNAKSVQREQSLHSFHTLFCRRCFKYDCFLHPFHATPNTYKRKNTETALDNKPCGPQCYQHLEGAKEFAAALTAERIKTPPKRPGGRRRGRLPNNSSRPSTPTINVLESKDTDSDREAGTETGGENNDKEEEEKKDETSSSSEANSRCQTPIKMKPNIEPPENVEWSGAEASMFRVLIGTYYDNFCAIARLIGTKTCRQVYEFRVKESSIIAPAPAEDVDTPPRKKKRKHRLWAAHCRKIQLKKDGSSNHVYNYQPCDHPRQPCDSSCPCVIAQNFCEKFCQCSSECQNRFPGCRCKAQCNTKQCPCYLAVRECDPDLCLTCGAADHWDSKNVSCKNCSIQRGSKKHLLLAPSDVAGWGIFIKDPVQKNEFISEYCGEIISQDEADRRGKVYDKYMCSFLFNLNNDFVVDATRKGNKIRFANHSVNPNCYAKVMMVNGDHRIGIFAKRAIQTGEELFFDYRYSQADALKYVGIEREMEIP
* = called active by the depositor.

What do the screens show for `CO[C@@H]1CN(C)C(=O)c2cc(NC(=O)C3CC3)ccc2OC[C@H](C)N(Cc2ccncc2)C[C@H]1C`?
IDH1 mut inh: 0.0; PRC2 inh: -9

Results for C[C@@H]1CN([C@@H](C)CO)S(=O)(=O)c2ccc(-c3cccnc3)cc2O[C@H]1CN(C)CC1CCOCC1 ?
IDH1 mut inh: 2.7; PRC2 inh: -6

How did CC(C)(C)[C@H]1C=C(C(=O)N2CCOCC2)O[C@@H](OCCCCO)C1 do in these assays?
PRC2 inh: 6

Results for CCn1cc(CNC(=O)c2cc(-c3cccnc3)nc3ccc(Br)cc23)c(C)n1 ?
IDH1 mut inh: 0.3; PRC2 inh: -1

How did CCOc1c(S(=O)(=O)NCc2cccnc2)ccc(Cl)c1Cl do in these assays?
IDH1 mut inh: -0.3; PRC2 inh: -15

Results for CCCCn1c(CSc2ccccn2)cn(-c2nnc(C(C)(C)C)s2)c1=O ?
IDH1 mut inh: -2.5; PRC2 inh: 5

How did C/C=C/c1cnc2c(c1)C(=O)N([C@H](C)CO)C[C@@H](C)[C@@H](CN(C)C(=O)Cc1cccnc1)O2 do in these assays?
IDH1 mut inh: -0.3

Results for C[C@@H]1CN([C@H](C)CO)C(=O)c2cc(Br)cnc2O[C@H]1CN(C)S(=O)(=O)c1ccccc1 ?
IDH1 mut inh: 1.7

Results for Cc1ccc(S(=O)(=O)Nc2cccc3c2O[C@@H](CN(C)S(=O)(=O)c2ccc(Cl)cc2)[C@H](C)CN([C@H](C)CO)C3=O)cc1 ?
IDH1 mut inh: 0.0

How did C[C@H](CO)N1C[C@H](C)[C@H](CN(C)CC2CCOCC2)Oc2ncc(C#C[C@@H](C)O)cc2C1=O do in these assays?
IDH1 mut inh: 2.7; PRC2 inh: 24

Results for COC(=O)C[C@@H]1CC[C@@H](NS(=O)(=O)c2ccccc2F)[C@@H](CO)O1 ?
IDH1 mut inh: 0.2; PRC2 inh: -4

How did CCOc1cc(C2N3CCc4ccccc4C3CN2S(=O)(=O)c2ccc(C)cc2)ccc1OC (stereo not given) do in these assays?
IDH1 mut inh: -0.6; PRC2 inh: -2

How did Cc1nc(-c2cc(C#N)c(Oc3ccc(C(F)(F)F)cc3)nc2C)cs1 do in these assays?
IDH1 mut inh: -0.3; PRC2 inh: -5

Results for CCOc1ccc2nc(Nc3nc(C)c(CCC(C)C)c(=O)[nH]3)nc(C)c2c1 ?
IDH1 mut inh: 0.2; PRC2 inh: 5

How did Cc1sc2ncn(CC(=O)Nc3c(C(C)C)cccc3C(C)C)c(=O)c2c1C do in these assays?
IDH1 mut inh: -0.1; PRC2 inh: 0

How did COCC(=O)N1C[C@H](C)[C@H](OC)CN(C)C(=O)c2cc(NS(C)(=O)=O)ccc2OC[C@H]1C do in these assays?
IDH1 mut inh: 0.2; PRC2 inh: 7

What do the screens show for `COc1ccc(CN(C)C[C@H]2Oc3c(NC(=O)Nc4ccc5c(c4)OCO5)cccc3C(=O)N([C@H](C)CO)C[C@@H]2C)cc1`?
IDH1 mut inh: -0.8; PRC2 inh: -3

Results for C[C@@H]1CN([C@@H](C)CO)C(=O)c2cc(NC(=O)C3CCCCC3)ccc2O[C@@H](C)CCCCO[C@@H]1CN(C)Cc1ccncc1 ?
PRC2 inh: -3

How did CCCNC(=O)N1C[C@@H](C)[C@H](OC)CN(C)C(=O)c2cc(NC(=O)CCC)ccc2OC[C@H]1C do in these assays?
IDH1 mut inh: -0.1; PRC2 inh: 5

What do the screens show for `Cc1ccc(S(=O)(=O)n2nc(-n3c(C)ccc3C)c3c(F)cccc32)c2ccccc12`?
IDH1 mut inh: 0.4; PRC2 inh: -12

What do the screens show for `CO[C@H]1CN(C)C(=O)c2ccc(NC(=O)c3ccc(F)cc3)cc2OC[C@H](C)N(C(=O)CC2CC2)C[C@H]1C`?
IDH1 mut inh: 0.5; PRC2 inh: -2

What do the screens show for `C[C@@H]1CCCCO[C@H](CN(C)S(=O)(=O)c2cccs2)[C@@H](C)CN([C@@H](C)CO)C(=O)c2cc(NS(C)(=O)=O)ccc2O1`?
IDH1 mut inh: -7.5

How did C[C@@H]1CCCCO[C@@H](CN(C)C(=O)Nc2ccc(F)cc2)[C@H](C)CN([C@H](C)CO)C(=O)c2cc(NC(=O)CCCN(C)C)ccc2O1 do in these assays?
IDH1 mut inh: 0.0

What do the screens show for `C[C@@H]1CCCCO[C@@H](CN(C)C(=O)C2CCCCC2)[C@H](C)CN([C@H](C)CO)C(=O)c2cc(NC(=O)Cc3ccccc3)ccc2O1`?
IDH1 mut inh: -5.6

How did C[C@@H]1CN([C@H](C)CO)C(=O)c2cc(NS(C)(=O)=O)ccc2O[C@@H](C)CCCCO[C@H]1CN(C)S(=O)(=O)c1cccs1 do in these assays?
IDH1 mut inh: -1.4

How did CN1CCN(Cc2c(O)ccc3c(=O)c(-c4ccc(Cl)cc4Cl)c(C(F)(F)F)oc23)CC1 do in these assays?
IDH1 mut inh: 1.2; PRC2 inh: -1

Results for CCCN(C)C[C@@H]1Oc2ncc(C#CCOC)cc2C(=O)N([C@H](C)CO)C[C@@H]1C ?
IDH1 mut inh: -1.7; PRC2 inh: 0

What do the screens show for `COc1ccccc1Nc1nc(C2(C)CCC(=O)O2)cs1` (stereo not given)?
IDH1 mut inh: -2.3; PRC2 inh: 5

How did CCCC(=O)Nc1ccc2c(c1)C(=O)N(C)C[C@@H](OC)[C@H](C)CN(Cc1ccccn1)[C@@H](C)CO2 do in these assays?
IDH1 mut inh: 0.0; PRC2 inh: -4

Results for C[C@H](CO)N1C[C@H](C)[C@H](CN(C)C(=O)C2CC2)Oc2cc(C#Cc3cccnc3)ccc2S1(=O)=O ?
IDH1 mut inh: 3.0; PRC2 inh: 2

How did COc1ccc(NC(=O)Nc2cccc3c2O[C@@H](CN(C)S(=O)(=O)c2ccccc2)[C@@H](C)CN([C@H](C)CO)C3=O)cc1 do in these assays?
IDH1 mut inh: -1.3

How did C[C@@H]1CN([C@H](C)CO)C(=O)c2cc(NC(=O)Cc3cn(C)c4ccccc34)ccc2O[C@@H]1CN(C)C(=O)Nc1ccc2c(c1)OCO2 do in these assays?
IDH1 mut inh: -25

Results for COc1cc([N+](=O)[O-])ccc1NC(=S)NCc1cc(C)n(C)n1 ?
IDH1 mut inh: -0.4; PRC2 inh: -9

What do the screens show for `C[C@@H]1CN([C@@H](C)CO)C(=O)c2cc(NC(=O)Cc3cn(C)c4ccccc34)ccc2O[C@H]1CN(C)Cc1ccncc1`?
IDH1 mut inh: -25; PRC2 inh: -14

How did CC(C)CC#Cc1ccc2c(c1)O[C@@H](CN(C)C(=O)C1CCCCC1)[C@H](C)CN([C@@H](C)CO)S2(=O)=O do in these assays?
PRC2 inh: 16

How did C[C@@H]1CN([C@H](C)CO)C(=O)Cc2cc(NC(=O)Cc3ccccc3)ccc2O[C@@H]1CN(C)S(=O)(=O)c1ccc(Cl)cc1 do in these assays?
IDH1 mut inh: -0.9; PRC2 inh: -1

How did Cc1ccc(S(=O)(=O)Nc2ccc3c(c2)C(=O)N([C@H](C)CO)C[C@@H](C)[C@H](CN(C)S(=O)(=O)c2cccs2)OCCCC[C@@H](C)O3)cc1 do in these assays?
IDH1 mut inh: 0.2

Results for CO[C@H]1CN(C)C(=O)c2ccc(NC(C)=O)cc2OC[C@@H](C)N(C(=O)C2CC2)C[C@@H]1C ?
IDH1 mut inh: 0.6; PRC2 inh: -5

How did Cc1ccc(S(=O)(=O)N2CCN(c3ccc([N+](=O)[O-])c(NCc4ccco4)c3)CC2)cc1C do in these assays?
IDH1 mut inh: 0.7; PRC2 inh: 15

Results for COC(=O)C1=C(C)Nc2ncnn2C1c1ccco1 (stereo not given) ?
IDH1 mut inh: -0.4; PRC2 inh: -6

Results for COc1ccc(CN(C)C[C@@H]2Oc3ccc(NC(=O)Cc4cn(C)c5ccccc45)cc3CC(=O)N([C@H](C)CO)C[C@H]2C)cc1 ?
IDH1 mut inh: -10; PRC2 inh: -37

Results for O=C(C[C@@H]1CC[C@H](NC(=O)Nc2ccccc2F)[C@H](CO)O1)NCc1ccc(Cl)cc1 ?
IDH1 mut inh: -0.3; PRC2 inh: 10

How did O=C(C[C@H]1C[C@@H]2c3cc(NC(=O)c4cccnc4)ccc3O[C@@H]2[C@H](CO)O1)NCc1cccnc1 do in these assays?
IDH1 mut inh: -0.7; PRC2 inh: -5

Results for Cc1cccc(-c2nnc(SCC(=O)Nc3cc([N+](=O)[O-])ccc3C)o2)c1 ?
IDH1 mut inh: 0.3; PRC2 inh: -15

How did C[C@@H]1CN([C@@H](C)CO)C(=O)c2cc(C#CCc3ccccc3)cnc2O[C@H]1CN(C)Cc1ccccn1 do in these assays?
IDH1 mut inh: -0.9; PRC2 inh: -9

How did COc1ccc(CN(C)C[C@H]2Oc3ccc(NC(=O)Nc4ccccc4)cc3CC(=O)N([C@@H](C)CO)C[C@@H]2C)cc1 do in these assays?
IDH1 mut inh: 4.6

How did O=C(Nc1cccc(Cl)c1)N[C@H]1CC[C@@H](CCNC(=O)C2CCCC2)O[C@H]1CO do in these assays?
IDH1 mut inh: 0.1; PRC2 inh: -4

Results for COc1ccc(OC)c(NC(=O)Cc2coc3ccc4ccccc4c23)c1 ?
IDH1 mut inh: 0.4; PRC2 inh: 21

What do the screens show for `COC(=O)C[C@H]1C[C@@H]2c3cc(NC(=O)C4CCOCC4)ccc3O[C@@H]2[C@H](CO)O1`?
IDH1 mut inh: -0.2; PRC2 inh: -3

What do the screens show for `COc1ccc(S(=O)(=O)N(C)C[C@H]2OCCCC[C@H](C)Oc3ccc(NS(=O)(=O)c4ccc(C)cc4)cc3C(=O)N([C@@H](C)CO)C[C@H]2C)cc1`?
IDH1 mut inh: 2.5

How did Cc1noc(C)c1S(=O)(=O)Nc1ccc2c(c1)C(=O)N([C@@H](C)CO)C[C@H](C)[C@H](CN(C)C(=O)Nc1ccc(C(F)(F)F)cc1)O2 do in these assays?
IDH1 mut inh: -11

What do the screens show for `C[C@@H]1CN([C@H](C)CO)C(=O)Cc2cc(NC(=O)NC3CCCCC3)ccc2O[C@@H]1CN(C)Cc1ccc2c(c1)OCO2`?
IDH1 mut inh: -5.6

What do the screens show for `Cc1cc(Cl)c(S(=O)(=O)NC23CC4CC(CC(C4)C2)C3)cc1OCC(N)=O`?
IDH1 mut inh: 0.8; PRC2 inh: 4

How did O=C(NCc1ccccc1)C1=C[C@@H](C2CC2)C[C@@H](OCc2ccc(CO)cc2)O1 do in these assays?
PRC2 inh: 12

Results for O=C(N[C@@H]1CC[C@@H](CC(=O)N2CCc3ccccc3C2)O[C@H]1CO)C1CC1 ?
IDH1 mut inh: -0.2; PRC2 inh: -2

What do the screens show for `C[C@@H]1CN([C@H](C)CO)C(=O)c2ccccc2-c2ccccc2CO[C@@H]1CN(C)C`?
IDH1 mut inh: 0.2; PRC2 inh: 2

What do the screens show for `Cc1ccc(S(=O)(=O)Nc2ccc3c(c2)C(=O)N([C@H](C)CO)C[C@H](C)[C@@H](CN(C)Cc2ccccc2)O3)cc1`?
IDH1 mut inh: 1.7

What do the screens show for `CN(C)CC(=O)N[C@H]1CC[C@H](CC(=O)NCc2ccccc2F)O[C@H]1CO`?
IDH1 mut inh: -0.3; PRC2 inh: 14

How did COc1ccc(CNC(=O)C[C@H]2C[C@H]3c4cc(NS(C)(=O)=O)ccc4O[C@H]3[C@H](CO)O2)cc1 do in these assays?
IDH1 mut inh: -0.5; PRC2 inh: -5

Results for C[C@@H]1CN([C@@H](C)CO)C(=O)CCCn2nncc2CO[C@@H]1CN(C)CC1CCCC1 ?
IDH1 mut inh: 1.9

Results for O=C(NC1CCCC1)N[C@H]1CC[C@H](CC(=O)N2CCOCC2)O[C@H]1CO ?
IDH1 mut inh: 0.4; PRC2 inh: -6

What do the screens show for `Cn1c(SCC(=O)Nc2c(F)cc(F)cc2Br)nnc1-c1cnccn1`?
IDH1 mut inh: 0.2; PRC2 inh: -13

What do the screens show for `COc1cccc(CNC(=O)C[C@@H]2CC[C@@H](NC(C)=O)[C@H](CO)O2)c1`?
IDH1 mut inh: 0.1; PRC2 inh: 3

What do the screens show for `COc1ccc(NC(=O)N(C)C[C@H]2Oc3ccc(NS(=O)(=O)c4ccc(F)cc4)cc3CC(=O)N([C@@H](C)CO)C[C@@H]2C)cc1`?
IDH1 mut inh: -0.3

Results for O=C(CSc1nnc(-c2cccc([N+](=O)[O-])c2)n1-c1ccccc1)c1ccc(Br)cc1 ?
IDH1 mut inh: -0.1; PRC2 inh: 4

Structures from the list above with a Cl atom (7):
How did CCOc1c(S(=O)(=O)NCc2cccnc2)ccc(Cl)c1Cl do in these assays?
IDH1 mut inh: -0.3; PRC2 inh: -15

Results for Cc1ccc(S(=O)(=O)Nc2cccc3c2O[C@@H](CN(C)S(=O)(=O)c2ccc(Cl)cc2)[C@H](C)CN([C@H](C)CO)C3=O)cc1 ?
IDH1 mut inh: 0.0

How did CN1CCN(Cc2c(O)ccc3c(=O)c(-c4ccc(Cl)cc4Cl)c(C(F)(F)F)oc23)CC1 do in these assays?
IDH1 mut inh: 1.2; PRC2 inh: -1

How did C[C@@H]1CN([C@H](C)CO)C(=O)Cc2cc(NC(=O)Cc3ccccc3)ccc2O[C@@H]1CN(C)S(=O)(=O)c1ccc(Cl)cc1 do in these assays?
IDH1 mut inh: -0.9; PRC2 inh: -1

Results for O=C(C[C@@H]1CC[C@H](NC(=O)Nc2ccccc2F)[C@H](CO)O1)NCc1ccc(Cl)cc1 ?
IDH1 mut inh: -0.3; PRC2 inh: 10

How did O=C(Nc1cccc(Cl)c1)N[C@H]1CC[C@@H](CCNC(=O)C2CCCC2)O[C@H]1CO do in these assays?
IDH1 mut inh: 0.1; PRC2 inh: -4

What do the screens show for `Cc1cc(Cl)c(S(=O)(=O)NC23CC4CC(CC(C4)C2)C3)cc1OCC(N)=O`?
IDH1 mut inh: 0.8; PRC2 inh: 4

A portion of the library; the hit share may differ from the screen's.
